CHT inh: inhibitors of human choline transporter CHT. B-score at 10 µM. CHT-expressing cells, membrane potential dye, choline response; stronger effect = lower value. 310,000 compounds, 0.86% hits. AID 488975, 2010. High affinity choline transporter 1 (Homo sapiens), Q9GZV3;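 active = B-score over 3 SD under the library average, and starting fluorescence ratio not unusually high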;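 note: choline stimulus applied at its EC90 after an EC20 pre-addition; B-score computed on integrated fluorescence ratio after choline addition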
Target sequence (Q9GZV3 whole entry, looked up): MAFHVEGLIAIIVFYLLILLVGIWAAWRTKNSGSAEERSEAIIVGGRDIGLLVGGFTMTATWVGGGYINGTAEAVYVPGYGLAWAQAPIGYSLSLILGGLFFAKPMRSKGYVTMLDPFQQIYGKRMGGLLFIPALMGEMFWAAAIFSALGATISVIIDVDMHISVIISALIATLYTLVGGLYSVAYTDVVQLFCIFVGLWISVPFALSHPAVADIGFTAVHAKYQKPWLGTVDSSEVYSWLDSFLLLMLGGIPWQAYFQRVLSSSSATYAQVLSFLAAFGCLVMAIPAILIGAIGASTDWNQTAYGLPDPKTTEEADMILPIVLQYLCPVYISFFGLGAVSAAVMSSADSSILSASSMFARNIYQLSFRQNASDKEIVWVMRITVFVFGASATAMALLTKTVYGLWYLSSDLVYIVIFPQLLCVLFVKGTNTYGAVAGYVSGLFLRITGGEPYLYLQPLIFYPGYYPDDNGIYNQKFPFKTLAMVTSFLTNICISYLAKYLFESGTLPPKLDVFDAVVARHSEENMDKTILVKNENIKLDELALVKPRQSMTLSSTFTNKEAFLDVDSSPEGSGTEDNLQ
CHT PAM: CHT positive allosteric modulators, primary screen, cell-based, membrane potential dye, choline EC20. High affinity choline transporter 1 (Homo sapiens), Q9GZV3. CHT-expressing cells; stronger effect = higher value; LV-AA mutant CHT in HEK293 cells. B-score at 10 µM. 310,000 compounds, 0.49% hits;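 active = initial fluorescence not abnormally high and integrated response B-score, plate-corrected, over 3 SD above library mean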
* hit, by the source's call; i = inactive.

SMILES	CHT inh	CHT PAM
CCCCCCOC(=O)c1ccc(OC(=O)c2cccnc2)cc1	i	i
CC(C)c1cc(CNC(=O)CCc2nnc(CCCc3ccccc3)o2)on1	i	i
COC(=O)c1cccc(-n2c(C)cc(C=O)c2C)c1	i	i
O=C(CSc1ncccn1)N1CCC(Cc2ccccc2)CC1	i	i
Cc1ccn2cc(CCNC(=O)CC(C)(C)C)nc2c1	i	i
N#CCS(=O)(=O)c1ccccc1	i	i
CCOC(=O)Cn1cnc2c(sc3nc(C)cc(C)c32)c1=O	i	i
COc1ccccc1NC(=S)N1CCCc2ccccc21	i	i
CCN(CC)S(=O)(=O)c1cccc(C(=O)N[C@@H](C)c2nc3ccccc3[nH]2)c1	i	i
Cc1c(CN2CCC(CO)(Cc3cccc(C(F)(F)F)c3)CC2)c2ccccc2n1C	i	i
CCc1ccc(OC(=O)c2cncc(Br)c2)cc1	i	i
COc1ccc2c3c(cccc13)OCC2=O	i	i
COC(=O)c1ccc(NC(=S)N2CCN(C(=O)c3ccco3)CC2)cc1	i	i
COc1ccccc1CNC(=O)CN1C(=O)COc2ccc(S(=O)(=O)NC3CCCC3)cc21	i	i
O=S(=O)(c1cc(Cl)ccc1Cl)N1CC2CCCN2c2ccc(C(F)(F)F)cc21 (centres undefined)	i	i
CC(=O)N/C(=C\c1ccccc1)C(=O)OCC(=O)Nc1cc(S(=O)(=O)N(C)C)ccc1C	i	i
C=CCc1ccc(OCCCCNC2CCCC2)c(OC)c1	i	i
Cc1csc2c(N3CCN(C(=O)NC(C)(C)C)CC3)ncnc12	i	i
CSc1ccccc1C(=O)Nc1ccc(C)cc1C	i	i
Cc1ccc(CCNC(=O)c2ccc(NC3=NC4CS(=O)(=O)CC4S3)cc2)cc1 (centres undefined)	i	i
CCc1ccc(CN2CCC(C(=O)Nc3ccc(-n4nc(C)cc4C)cc3)CC2)o1	i	i
COc1ccc(NS(=O)(=O)c2ccc3oc(Nc4ccc5c(c4)OCCO5)nc3c2)cc1	i	i
O=C(NCC1CCCO1)c1ccc(C(=O)NCC2CCCO2)cc1 (centres undefined)	i	i
COc1ccc(O)c(C(=O)C2c3ccccc3C(=O)N2c2ccc(C)cc2)c1 (centres undefined)	i	i
O=C(COc1ccccc1)Nc1ccc(Cl)cn1	i	i
Next section:
SMILES	CHT inh	CHT PAM
COc1ccc(CCN(C)C2CCCN(C(=O)CCC(F)(F)F)C2)cc1OC (centres undefined)	i	i
CCOC(=O)c1ccccc1NC(=O)[C@@H]1CCCN1C(=O)OC(C)(C)C	i	i
CC(C)Cc1nnc(NS(C)(=O)=O)s1	i	i
Cc1ccc2c(c1)C1CN(C)CCC1N2C(=O)COc1ccc(N(C)C(=O)C(C)(C)C)cc1 (centres undefined)	i	i
CCOc1ccc(NC(=S)N(C)C)cc1	i	i
COc1ccccc1N1CCN(C2CCCN(Cc3cc(F)cc(F)c3)C2)CC1 (centres undefined)	i	i
O=C(NCCc1ccccc1)C(=O)NCC1OCCN1S(=O)(=O)c1ccccc1 (centres undefined)	i	i
O=C(COc1ccccc1Cl)Nc1ccc(S(=O)(=O)Nc2ccccn2)cc1	i	i
CCC1CCCCN1C(=O)CCCc1ccccc1 (centres undefined)	i	i
CCOC(=O)C1=C(C)N=c2s/c(=C\c3ccc(OC(C)=O)cc3)c(=O)n2C1/C=C/c1ccccc1 (centres undefined)	i	i
O=C(NNC(=O)c1cccs1)c1ccc(S(=O)(=O)N2CCCCC2)cc1	i	i
O=C(CCc1ccccc1)NCc1ccc(F)cc1	i	i
Cc1ccc(C(=O)Nc2ccc(S(=O)(=O)Nc3ncccn3)cc2)cc1[N+](=O)[O-]	i	i
Cc1cccc(C)c1NC(=S)Nc1ccc(F)cc1	i	i
CN1CCN(C(=O)c2cc3nc(-c4ccc(Cl)cc4)cc(C(F)(F)F)n3n2)CC1	i	i
COC(=O)Nc1ccc2c(c1)ncn2C1CCCCC1	i	i
O=C(O)CSCC(=O)Nc1ccc(C(=O)O)cc1	i	i
CC(C)C(=O)N1CCC2(CC1)Oc1ccc(Cl)cc1C(=O)C21CC(c2ccccc2)=NO1 (centres undefined)	i	i
CCc1ccc2oc(C(=O)N3CCN(c4ccccc4OC)CC3)cc(=O)c2c1	i	i
CCCCCCCCCCOC(=O)C[N+](C)(C)CC1CCCCC1O (centres undefined)	i	i
CC(=O)NNC(=O)c1[nH]c2ccc(Br)cc2c1-c1ccccc1	i	i
O=C1CCC(=O)N1CCOP1(=O)COc2ccccc2OC1	i	i
O=C(O)CCc1cccnc1	i	i
O=C(NO)c1cc(OCC(F)(F)F)ccc1OCC(F)(F)F	i	i
Cc1ccc(OCCSCc2nc3ccccc3[nH]2)cc1	-5.46*	i
The listing continues:
SMILES	CHT inh	CHT PAM
CCOCCCn1c(=S)[nH]c2cc(C(=O)NCCc3ccc(OC)c(OC)c3)ccc2c1=O	i	i
Cc1cc(NC(=O)c2ccc(COc3ccc(Cl)c(C)c3)o2)no1	i	i
Cc1ccccc1C(=O)c1c[nH]c(C(=O)N=CN(C)C)c1	i	i
O=Cc1c(-[n+]2ccccc2)nc([O-])n1-c1ccccc1	i	i
COc1ccc(CCCNC(=O)C2CCC(=O)N(CCCN3CCCC3=O)C2)cc1 (centres undefined)	i	i
CCN(CC)C1CCN(C(=O)c2ccc(OC3CCN(CCc4ccccc4)CC3)cc2)C1 (centres undefined)	i	i
CC(=O)Oc1ccc(/C=C2\C=C(c3ccc(C)cc3)OC2=O)cc1	i	i
CCC(CO)NCc1cc(OC)c(OCC(=O)NCCc2ccccc2)cc1Br (centres undefined)	i	i
O=C(O)CCC(=O)N1CCc2cc(S(=O)(=O)N(CCc3ccccc3)Cc3ccccc3)ccc21	i	i
O=C1C2ON(c3ccccc3)C(c3cccnc3)C2C(=O)N1c1ccc(Cl)c(Cl)c1 (centres undefined)	i	i
Cc1ccnc(N2C(=O)CSC2c2ccc(Cl)cc2)c1 (centres undefined)	i	i
O=C(N/N=C/c1ccoc1)c1ccccc1Br	i	i
C=C(C)COc1ccc(-c2[nH]ncc2-c2ccccc2)c(O)c1	i	i
N#C/C(=C\c1c(N2CCCCC2)nc2ccccn2c1=O)C(=O)NC1CCS(=O)(=O)C1 (centres undefined)	i	12.8*
Cc1ccc(C)c(OCCC(=O)NNC(=O)c2ccccc2F)c1	i	i
CCn1c(NCc2ccccc2Cl)nc2ccccc21	i	i
CCOC(=O)c1c(C)[nH]c(C)c1C(=O)CSc1nnc(-c2ccco2)n1Cc1ccccc1	i	i
COc1ccc(/C=N/NC(=S)Nc2ccccc2)cc1COc1cccc(C)c1C	i	i
CCC(C)(C)NC(=O)C(c1ccc(C)cc1)N(Cc1ccco1)C(=O)Cn1nnc2ccccc21 (centres undefined)	i	i
C/C=C/C(=O)OCC(=O)Nc1cccc(S(=O)(=O)NC2=NCCCCC2)c1	i	i
CC(=O)N1c2ccc(S(=O)(=O)N3CCC(C(=O)Nc4ncccc4C)CC3)cc2CC1C (centres undefined)	i	i
O=C(CCn1c(=O)sc2ccccc21)NCc1ccc2c(c1)OCO2	i	i
Cc1ccc(-n2c(SCC(=O)NCCN3C(=O)CSC3=O)nnc2-c2ccccc2F)cc1	i	i
CCNC(=S)NNC(=O)c1csc(C(C)C)c1	i	i
CCOCCCNC(=O)C(NC(=O)c1ccc(NC(C)=O)cc1)c1ccccc1 (centres undefined)	i	i

One compound at a time, as listed above. Values in the order: CHT inh, CHT PAM
CC(=O)N1c2ccc(S(=O)(=O)N3CCC(C(=O)Nc4ncccc4C)CC3)cc2CC1C (centres undefined) is listed as i, i
CCC(CO)NCc1cc(OC)c(OCC(=O)NCCc2ccccc2)cc1Br (centres undefined) is listed as i, i
Cc1ccnc(N2C(=O)CSC2c2ccc(Cl)cc2)c1 (centres undefined) is listed as i, i
CCn1c(NCc2ccccc2Cl)nc2ccccc21 is listed as i, i
C/C=C/C(=O)OCC(=O)Nc1cccc(S(=O)(=O)NC2=NCCCCC2)c1 is listed as i, i

Continuation:
SMILES	CHT inh	CHT PAM
O=C(Nc1cnc2ccccc2c1)C1COc2ccccc2O1 (centres undefined)	i	i
COCCN1C(=O)c2ccc(C(=O)Nc3nccs3)cc2C1=O	i	i
COC(=O)c1c(NC(=O)CN2C(=O)C(=O)N(CC(C)C)C2=O)sc(C)c1C	i	i
COc1ccc([C@H]2[C@@H]3C=CCC[C@@]3(C)C(=O)N2Cc2ccccc2)cc1Cl	i	i
CC(C)N1CCN(Cc2cc(F)ccc2-n2cccn2)CC1CCO (centres undefined)	i	i
CC(C)C(OC(=O)c1cccs1)C(=O)NC1CCCCC1 (centres undefined)	i	i
CCOC(=O)CSc1nc2ccc(Nc3nc(N4CCOCC4)nc(N4CCOCC4)n3)cc2s1	i	i
COc1cc(Cl)c(NS(=O)(=O)c2c(C(=O)N3CCCC3)c(C)n(C)c2C)c(OC)c1	i	i
O=C(c1cc(-c2ccccc2)on1)N1CCCc2ccccc21	i	i
CC(C)c1ccc2[nH]c(O)c(N=NC(=O)c3ccc(CSc4nncn4C)cc3)c2c1	i	i
COc1ccccc1-c1cc(C(=O)N2CCN(c3ccc(F)cc3)CC2)no1	i	i
CCCc1cc(=O)[nH]c(SCC(=O)NN(c2ccccc2)c2ccccc2)n1	i	i
O=C(Nc1cn(-c2ccccc2)nc1-c1ccccc1)c1ccccc1	i	i
Cc1ccc(-n2cc(C(=O)O)c(=O)cc2C)c(C)c1	i	i
CC1CC(C)CN(S(=O)(=O)c2cccc(C(=O)N3C(=O)c4cccc(N)c4C3=O)c2)C1 (centres undefined)	i	i
COc1ccc(CNC(=O)c2ccc(-c3ccccc3)cc2)cc1OC	i	i
O=C(CCCN1C(=O)/C(=C/c2ccccc2Cl)SC1=S)NNC(=O)c1cccnc1	i	i
CCC(Oc1ccccc1)C(=O)N1CCC(C(N)=O)CC1 (centres undefined)	i	i
CCOC(=O)C1CC=C(Cl)CC1C(=O)Nc1nccs1 (centres undefined)	i	i
Cc1cc(C)cc(OCC(=O)Nc2cc(C)on2)c1	i	i
CCOc1ccccc1N(C(=O)c1snc(C(N)=O)c1N)C(C(=O)NC1CCCC1)c1ccco1 (centres undefined)	i	i
O=C(CC1Nc2ccccc2NC1=O)NCC1COc2ccccc2O1 (centres undefined)	i	i
COc1ccccc1NC(=O)N1CCN(c2cc(-c3ccccc3)nc3ncnn23)CC1	i	i
Cc1ccc(-c2cc(C(F)F)n3ncc(C(=O)N4CCCCC4c4cccnc4)c3n2)cc1 (centres undefined)	i	i
O=C1OC(c2ccc(Br)cc2)=N/C1=C\N1CCCCC1	i	i

An excerpt of these results, with each value named.
CCOC(=O)C1CC=C(Cl)CC1C(=O)Nc1nccs1 (centres undefined)
  CHT inh: i | CHT PAM: i

O=C(CCCN1C(=O)/C(=C/c2ccccc2Cl)SC1=S)NNC(=O)c1cccnc1
  CHT inh: i | CHT PAM: i

COCCN1C(=O)c2ccc(C(=O)Nc3nccs3)cc2C1=O
  CHT inh: i | CHT PAM: i

COc1cc(Cl)c(NS(=O)(=O)c2c(C(=O)N3CCCC3)c(C)n(C)c2C)c(OC)c1
  CHT inh: i | CHT PAM: i

Quoted at random: three records from the list
SMILES	CHT inh	CHT PAM
COc1ccc(O)c(C(=O)C2c3ccccc3C(=O)N2c2ccc(C)cc2)c1 (centres undefined)	i	i
CCc1ccc(OC(=O)c2cncc(Br)c2)cc1	i	i
CCn1c(NCc2ccccc2Cl)nc2ccccc21	i	i

Carrying on:
SMILES	CHT inh	CHT PAM
S=C(/N=c1/sccn1Cc1ccccc1)NC1CC1	i	i
O=C(CN1CCN(c2ccccc2)CC1)Nc1nnc(-c2ccccc2)s1	i	i
CC(=O)c1c(C)nc2ccc(Br)cc2c1C(=O)O	i	i
O=C(Nc1cccc(F)c1)c1ccc(Br)o1	i	i
COc1cccc(NC(=O)Nc2nc(SC)ns2)c1	i	i
O=C(Nc1ccc2oc(-c3ccncc3)nc2c1)c1ccc(F)cc1	i	i
CCCCN(CC)S(=O)(=O)c1ccc(C(=O)Nc2nnc(-c3ccccc3Cl)o2)cc1	i	i
CC(=O)c1ccc2c(c1)C1C=CCC1C(c1ccc(S(=O)(=O)N3CCOCC3)cc1)N2 (centres undefined)	i	i
Cc1cc(C)n(-c2nc(NCCCN(C)C)c3c4c(sc3n2)COC(C)(C)C4)n1	i	i
Nc1nc(-c2ccco2)nn1C(=O)c1ccc(Cl)cc1	i	i
COc1ccc(-n2c(C)c3c(OC)cccc(=O)c3c2C)cc1	i	i
COCC(=O)NC1CCCCCC1	i	i
O=C(O)c1cc(NN=Nc2cccc(S(=O)(=O)O)c2)cc([N+](=O)[O-])c1	i	i
O=C(O)c1cccc(NC(=S)NC(=O)c2ccc3ccccc3c2)c1	i	i
CC(C)(C)c1[nH]nc2c1C(c1ccc(OC(=O)c3ccco3)cc1)C(C#N)=C(N)O2 (centres undefined)	i	i
OCCC1CN(Cc2ccon2)CCN1CCc1ccccc1 (centres undefined)	i	i
Cc1cc(C)cc(NCc2cc(=O)oc3cc(-c4ccccc4)c(O)cc23)c1	i	i
Cc1cc(C)c(S(=O)(=O)n2cnc3ccccc32)c(C)c1	i	i
Cc1cccc(NC(=O)CC2NCCNC2=O)c1 (centres undefined)	i	i
CC(Oc1ccc(Cl)cc1)C(=O)N(C)CC(=O)Nc1ccc(N2CCOCC2)cc1 (centres undefined)	i	i
CCOc1cccc(N(C(=O)c2ccco2)C(C(=O)NC2CCCC2)c2cccnc2)c1 (centres undefined)	i	i
CC(=O)Nc1ccc2c(c1)CN(c1cc(C)ccc1C)CO2	i	i
COc1ccccc1CN(C)C(=O)c1cc(-c2cc(OC)c(OC)c(OC)c2)nc2ccccc12	i	i
CCC(=O)Nc1ccc(N2CCCCC2)c(C(=O)Nc2ccccc2C)c1	i	i
CCC(=O)NCCc1nc(-c2ccccc2)no1	i	i

Entries above shown as hits in CHT inh.
Structure,CHT inh
Cc1ccc(OCCSCc2nc3ccccc3[nH]2)cc1,-5.46*
